# Assay outcomes (PubChem)
# phage Ecoli inh: E. coli growth loss with phage present; growth absorbance; inhibition, % at 11.9 µM; 0.26% of 360,000 active; AID 651602; in the data active means inhibition above about 11%
# PfHsp90 set2: growth inhibition of yeast expressing Plasmodium Hsp90. 0.32% of 310,000 active. inhibition, % at 9.4 µM. S. cerevisiae expressing PfHsp90, BacTiter-Glo ATP, 48 h; yeast lacking PDR1 and PDR3 efflux regulators;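 active means every replicate shows inhibition above about 80%, whatever the replicate mean, limit read from the data; inconclusive means mean inhibition reaches the set limit but some replicate falls short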;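 further: 0% = DMSO neutral controls and 100% = 20 µM radicicol positive controls; yeast relying on Plasmodium falciparum Hsp90 in place of its own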
# Rtt109 HAT inh: inhibitors of Candida albicans Rtt109/Vps75 histone acetyltransferase; Q5AAJ8; 0.16% of 330,000 active; inhibition, % at 34.9 µM; purified Rtt109/Vps75, ThioGlo CoA-SH fluorescence, 4 h;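 active means inhibition of at least 50% in every replicate; inconclusive means best replicate reaches 50% inhibition but some replicates fall short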
# Target sequence (Q5AAJ8 whole entry, looked up): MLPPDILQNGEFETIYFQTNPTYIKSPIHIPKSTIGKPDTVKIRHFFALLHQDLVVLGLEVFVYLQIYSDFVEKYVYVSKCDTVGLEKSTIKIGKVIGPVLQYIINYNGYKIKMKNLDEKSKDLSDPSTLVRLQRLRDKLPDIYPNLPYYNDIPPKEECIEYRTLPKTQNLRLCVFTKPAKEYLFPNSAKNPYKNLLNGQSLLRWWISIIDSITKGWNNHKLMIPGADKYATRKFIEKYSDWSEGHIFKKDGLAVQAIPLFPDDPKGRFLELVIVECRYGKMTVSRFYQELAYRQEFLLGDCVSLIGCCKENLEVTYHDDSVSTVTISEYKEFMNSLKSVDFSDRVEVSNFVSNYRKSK
# PvdQ inh: P. aeruginosa PvdQ acylase inhibition; purified PvdQ acylase, fluorescence plate reader; inhibition, % at 10 µM; 0.063% of 340,000 active; AID 488965; in the data active means inhibition above about 30%, passing the limit was not always enough; inconclusive means no clear call, values can overlap the other calls;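 further: 0% = vehicle neutral wells and 100% = reference inhibitor wells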
# Tat export inh: E. coli Tat transport inhibition; AID 488895; 0.036% of 340,000 active; inhibition, % at 10 µM; E. coli MC4100 TorA-mCherry Tat export, fluorescence;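 active means mean replicate inhibition at least 50% and at least half of replicates individually reaching 50%; inconclusive means only one of the two criteria met; inactive means neither criterion met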;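 further: exported cargo escapes ClpAP degradation while cytoplasmic cargo is degraded and loses fluorescence; 0% = median of neutral control wells and 100% = median of NaSCN control wells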
# Wnt bcat act: activates Wnt/beta-catenin signaling in a reporter cell assay; AID 743398; 1.2% of 300,000 active; activation, % at 9.35 µM; activator, plate reader; in the data active means activation above about 30%, passing the limit was not always enough; inconclusive means no clear call, values can overlap the other calls;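 further: 0% = neutral control wells and 100% = positive control wells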
# CAL PDZ FP: blocks peptide binding to human CAL PDZ domain; Q9HD26; purified CAL PDZ, TMR-peptide fluorescence polarization, 1 h; inhibition, % at 20 µM; 0.02% of 330,000 active; AID 504414;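 active means highest replicate inhibition of at least 40%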;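 further: plate controls were DMSO neutral control wells for no effect and unlabeled competitor peptide control wells for full effect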
#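 System: purified tagged CAL PDZ domain construct (CerCALP). Schedule: 1 h incubation at room temperature before polarization reading. Medium: 25 mM sodium phosphate pH 7.4, 150 mM NaCl, TCEP, IgG, Thesit. Read-out: percent inhibition from loss of millipolarization. Measured by: FP readout, S and P plane fluorescence. Probe or stimulus: fluorescent TMR peptide probe.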
# AddAB inh: less growth of phage-infected E. coli with AddAB; E. coli expressing H. pylori AddAB, absorbance growth; inhibition, % at 11.9 µM; 0.29% of 330,000 active; in the data active means inhibition above about 12%;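 further: 0% = vehicle wells of infected cells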
# E coli growth: bacterial growth inhibition, counter-screen for AddAB inhibitors. E. coli V3065 growth, OD600 absorbance, 18 h. inhibition, % at 11.9 µM. 0.27% of 330,000 active. AID 449728;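 active means inhibition above the campaign's mean inhibition across all tested compounds plus 3 SD, cut at about 9.9% in these data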;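 further: uninfected addAB+ strain grown without phage in ampicillin broth; 0% = DMSO wells and 100% = ciprofloxacin 0.95 µg/ml wells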
# DAGLB inhibitor: diacylglycerol lipase beta (human) inhibition; HEK293T DAGLB membrane lysate, EnzChek fluorogenic substrate; 0.059% of 340,000 active; Q8NCG7; inhibition, % at 5.17 µM; in the data active means inhibition above about 34%;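 further: 0% = enzyme with vehicle and 100% = wells lacking enzyme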
# Target sequence (Q8NCG7 whole entry, looked up): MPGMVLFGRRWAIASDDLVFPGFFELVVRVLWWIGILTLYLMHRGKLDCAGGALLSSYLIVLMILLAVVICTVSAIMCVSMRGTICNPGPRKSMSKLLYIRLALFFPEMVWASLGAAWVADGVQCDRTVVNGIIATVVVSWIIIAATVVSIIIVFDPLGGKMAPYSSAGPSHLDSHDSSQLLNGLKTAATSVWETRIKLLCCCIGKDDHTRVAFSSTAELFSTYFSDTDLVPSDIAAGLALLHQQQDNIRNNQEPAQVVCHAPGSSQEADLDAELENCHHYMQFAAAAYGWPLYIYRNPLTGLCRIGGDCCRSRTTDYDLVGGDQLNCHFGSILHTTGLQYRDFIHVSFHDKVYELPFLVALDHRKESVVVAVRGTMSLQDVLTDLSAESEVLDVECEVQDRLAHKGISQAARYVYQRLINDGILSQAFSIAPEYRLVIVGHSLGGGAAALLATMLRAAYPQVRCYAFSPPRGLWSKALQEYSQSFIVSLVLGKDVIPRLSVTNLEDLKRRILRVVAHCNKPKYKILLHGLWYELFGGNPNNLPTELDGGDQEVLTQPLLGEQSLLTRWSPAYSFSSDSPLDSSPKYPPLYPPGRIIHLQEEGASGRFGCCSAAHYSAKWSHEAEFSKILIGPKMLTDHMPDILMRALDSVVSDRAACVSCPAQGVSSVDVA
# * marks the source's active call; other numbers are inactive results; u = inconclusive; x = no result given.
SMILES,phage Ecoli inh,PfHsp90 set2,Rtt109 HAT inh,PvdQ inh,Tat export inh,Wnt bcat act,CAL PDZ FP,AddAB inh,E coli growth,DAGLB inhibitor
CCN(CC)CCNCc1ccc(OCc2ccc(Cl)nc2)c(OC)c1,0.8,-0.8,3.5,-3.6,-1.1,0.2,-2.0,0.3,-0.4,1.3
COC(=O)CN1C(=S)N(c2ccc(OC)cc2)C(=O)/C1=C/c1ccc(OC)cc1,1.8,-3.7,13.3,6.9,1.1,-1.4,-1.5,2.3,0.4,-3.0
Cc1c(CCC(=O)N[C@@H](C)C(=O)O)c(=O)oc2cc3occ(-c4ccccc4)c3cc12,1.0,-5.4,4.1,2.2,-2.7,1.5,-4.1,-0.7,-0.8,-2.5
CN(C)c1ccc(NC(=O)CSc2nc3ccccc3c(=O)n2C2CCCCC2)cc1,2.6,x,1.4,-7.1,2.3,-7.2,-3.2,3.9,1.5,-1.9
Cc1cccc2cc(C#N)c(NCCNS(=O)(=O)c3ccc4c(c3)OCCO4)nc12,2.8,1.6,-17.0,10.8,2.7,x,-2.3,-0.6,-0.2,-1.2
O=C(OCC(=O)N1CCC(Cc2ccccc2)CC1)c1ccccc1,1.8,-14.5,-0.6,-10.6,-2.4,-1.5,-2.2,-0.3,-3.9,-8.0
Cc1cc(C)c(C)c(Cn2c(CO)nc3ccccc32)c1C,0.4,-28.1,6.0,-3.8,9.8,x,-2.5,-0.3,0.1,2.3
O=c1c2c(nc3nc(COc4ccccc4)[nH]n13)CCC2,3.2,-21.3,-7.4,-11.0,3.5,-1.9,-1.2,1.6,0.0,-0.4
Cc1c(Cl)cccc1NC(=O)Cn1cnc(S(=O)(=O)N2CCCC2)c1,x,6.3,1.6,-18.9,-0.8,x,-1.9,0.3,0.5,0.0
CC(Sc1nnc(NC2CCCCC2)s1)C(=O)Nc1ccc2c(c1)C(=O)c1ccccc1C2=O (stereo unspecified),0.4,-8.0,-1.4,-10.5,2.6,x,-0.6,2.7,0.0,3.9
COc1ccccc1CN1CCN(Cc2ccco2)CC1,-2.8,7.0,3.1,-5.3,-2.6,-0.6,0.9,-0.1,2.4,-0.7
CCN(CCO)C(=O)CC1C(=O)NCCN1Cc1c(F)cccc1Cl (stereo unspecified),1.1,10.1,-0.2,-4.6,-3.6,3.8,-0.4,-3.0,-2.0,0.5
O=C(COc1ccc(-n2cnnn2)cc1)NC1CCCCC1,-0.8,x,5.4,-11.9,19.5,x,-0.6,-1.4,-1.4,-0.3
CNC(=O)CSc1nc2cc(S(=O)(=O)Nc3ccc(OC)cc3)ccc2o1,2.3,-0.7,-4.7,-3.8,-13.4,-2.7,0.4,-0.6,-2.4,0.9
CCc1cccc(C)c1Nc1nc2ccccc2n2cnnc12,2.2,-24.4,-2.2,-16.4,-4.8,-0.5,-0.9,-1.2,-1.6,0.1
CC(=O)COc1ccc2c(-c3ccccc3)cc(=O)oc2c1C,5.2,2.8,7.6,-6.1,-5.7,-0.1,-1.7,4.3,-0.2,-6.0
CCCOc1cccc(C(=O)N2CCN(C(=O)C3CCCO3)CC2)c1 (stereo unspecified),1.7,2.0,-5.0,-9.0,-0.5,-1.4,-0.3,-1.8,1.9,-1.8
COc1ccc2oc(C(=O)OCC(=O)N3CCC(C)CC3)c(C)c2c1,0.7,-15.0,-1.0,-10.0,0.1,-4.2,-2.8,0.4,1.2,-1.0
CC(C)(CNC(=O)c1ccccc1F)CNC(=O)c1ccccc1F,-0.4,1.6,4.8,-8.3,0.8,-0.2,0.3,-0.1,-2.8,-1.4
CC(C)NC(=O)COc1ccc2c(c1)C(=O)CC(C)(C)O2,0.0,-22.7,-96.9,-2.2,2.4,2.8,-0.6,0.2,0.0,-0.5
CCOC(=O)Cc1csc(N/N=C/c2ccccc2)n1,5.5,-36.6,x,-4.7,25.4,27.0,-2.5,2.5,0.0,3.1
O=c1cc(-c2ccc(O)c(O)c2)oc2cc(O)c([C@@H]3O[C@H](CO)[C@@H](O)[C@H](O)[C@H]3O)c(O)c12,-2.2,3.8,5.0,1.4,11.7,-2.2,-0.6,0.2,-1.0,-0.8
CC(C)(C)NC(=O)c1cccc2c1OC(C)(C)C2,3.0,x,-11.0,-8.3,6.1,-0.4,-0.2,1.1,2.2,-2.1
Cn1cccc1C(=O)OCc1cc(-c2ccco2)on1,0.8,-9.2,1.6,u,5.3,27.4,-0.5,-0.3,-0.3,-6.7

# Structures from the list above that contain fluorine, in the order listed:
SMILES,phage Ecoli inh,PfHsp90 set2,Rtt109 HAT inh,PvdQ inh,Tat export inh,Wnt bcat act,CAL PDZ FP,AddAB inh,E coli growth,DAGLB inhibitor
CCN(CCO)C(=O)CC1C(=O)NCCN1Cc1c(F)cccc1Cl (stereo unspecified),1.1,10.1,-0.2,-4.6,-3.6,3.8,-0.4,-3.0,-2.0,0.5
CC(C)(CNC(=O)c1ccccc1F)CNC(=O)c1ccccc1F,-0.4,1.6,4.8,-8.3,0.8,-0.2,0.3,-0.1,-2.8,-1.4

# The results go on:
SMILES,phage Ecoli inh,PfHsp90 set2,Rtt109 HAT inh,PvdQ inh,Tat export inh,Wnt bcat act,CAL PDZ FP,AddAB inh,E coli growth,DAGLB inhibitor
COc1ccc2c(c1)[C@H]1[C@H](CO2)[C@H](c2ccccc2)[C@]2(C)C(=O)Nc3cc(C)ccc3C(=O)N12,2.6,-33.7,7.9,-4.9,-4.5,-2.5,-1.0,2.9,3.0,2.5
CCC(=O)c1ccc(OCC(=O)Nc2cccc(S(=O)(=O)N(C)c3ccccc3)c2)cc1,2.4,7.1,4.0,-2.9,11.3,-0.8,-2.0,2.0,1.2,-1.7
O=C1c2cccnc2C(=O)N1C1CCCCC1,1.8,14.4,11.0,-7.9,5.9,-1.1,1.1,1.7,0.8,0.7
COC(=O)C(C(C)=O)C1=C/C(=N\S(=O)(=O)c2ccc(C)cc2)c2ccccc2C1=O (stereo unspecified),x,-5.2,-0.8,-7.4,-2.2,x,-1.8,2.1,-0.9,2.8
O=C(Nc1ccccc1)C(=O)Nc1cccnc1,-1.0,10.5,2.8,-10.1,5.6,41.3*,0.5,3.1,4.2,1.6
CCn1c(SCC(=O)N/N=C/c2c[nH]c3ccccc23)nnc1-c1ccc(C(C)(C)C)cc1,1.6,5.5,29.4,10.5,4.7,-2.3,-1.3,3.3,-0.7,-1.7
C=CCn1c(SC(C)C(=O)NCc2ccc3c(c2)OCO3)nc2scc(-c3ccccc3)c2c1=O (stereo unspecified),1.6,-6.9,-9.6,5.2,-2.9,x,-0.2,-0.1,-0.5,-4.2
CC(NC(=O)Nc1ccccc1F)C(C)(C)C (stereo unspecified),5.5,8.6,2.4,-14.0,-3.0,4.9,-3.2,-1.2,-1.1,1.2
C/C(=N\Nc1ccc(Cl)c(C(=O)O)c1)c1ccc2c(c1)OCO2,-0.9,-20.6,-3.5,-11.7,-1.5,-1.2,-0.8,1.9,-3.0,1.9
N#Cc1c(Nc2ccccc2Cl)s[nH]c1=O,1.5,-19.7,109.2*,-2.7,5.5,-0.9,-2.1,-0.1,-3.0,3.8
CC1CC(C)CN(C(=O)Cn2c(-c3nonc3N)nc3ccccc32)C1 (stereo unspecified),-0.7,-3.2,x,-16.8,-5.7,-4.7,-1.3,-1.3,-4.6,0.1
Cc1cc(NS(=O)(=O)c2ccc(Nc3nc(-c4ccc(C)c(C)c4)cs3)cc2)no1,3.0,-9.4,-6.3,-2.9,9.7,x,0.4,4.3,-0.2,9.6
COc1ccc(NC(=S)N=Nc2c(O)[nH]c3ccccc23)cc1,-4.8,10.7,7.9,-2.4,-9.1,15.3,-2.5,-1.8,-1.0,11.8
Cc1ccc(C(=O)Nc2ccc(C(=O)N3CCCCC3C)cc2)cc1 (stereo unspecified),0.0,16.8,2.3,-7.1,-0.9,1.6,0.7,1.4,1.2,0.0
CCCN1CCC(NC(=O)Nc2ccc(OC)c(OC)c2)CC1,1.7,4.8,-5.8,2.1,14.0,x,-3.2,-3.5,0.7,-2.0
O=C(NCc1ccccc1)C1=C[C@@H](c2ccc3c(c2)OCO3)C[C@@H](OCc2ccc(CO)cc2)O1,3.5,6.8,-0.1,1.6,6.9,2.8,0.0,3.8,1.7,1.1
CCCCNS(=O)(=O)c1ccc(OCC(=O)OC)cc1,3.6,-8.7,-1.9,1.5,3.5,-2.7,-1.3,0.2,-1.0,-0.1
Cc1cc(C)cc(N2C(=O)CCN(Cc3ccccc3)C2=O)c1,3.0,5.9,2.0,-0.4,0.9,-0.6,0.5,2.3,0.6,-2.1
Cc1ccc(NC(=S)NC2CCN(Cc3ccccc3)CC2)cc1C,4.0,24.7,8.7,-7.1,3.9,-0.9,-0.8,2.4,2.2,-2.1
Cc1ccc(S(=O)(=O)N2CCCC2C(=O)NC2=NCCS2)cc1 (stereo unspecified),-1.2,4.6,3.8,-21.0,6.3,-2.5,x,-2.4,0.2,-2.6
Cc1ccccc1C(OCC(O)CN1CCCCC1CCO)c1ccccc1 (stereo unspecified),2.5,13.3,12.4,10.9,-0.9,-4.6,-4.1,1.4,-0.6,2.1
O=C(C1CCCO1)N1CCN(C(=S)Nc2ccc(Cl)cc2Cl)CC1 (stereo unspecified),4.4,6.1,52.7*,1.4,-4.8,-1.0,-2.7,0.2,1.1,1.2
COc1ccc2cc3cc(C(=O)N4CCN(Cc5ccc6c(c5)OCO6)CC4)oc3nc2c1,-0.2,1.1,3.9,5.6,-1.7,-1.0,-1.5,0.8,-2.5,-2.0
COc1cc(CNCCSc2nnnn2C)cc(OC)c1OC,2.2,-12.9,4.6,1.7,-4.4,x,-1.6,2.1,0.7,-1.6
CC(C)c1ccc(NC(=O)[C@H](NC(=O)[C@@H]2Cc3ccccc3CN2)c2ccccc2)cc1,4.2,2.6,5.5,-13.7,0.1,5.0,-3.7,2.3,0.6,-2.0
Cc1ccc(S(=O)(=O)N(C#N)c2nc(C)cc(C)n2)cc1,1.3,-4.7,-11.1,-18.8,1.6,-2.5,1.0,1.8,0.7,-0.3
OCCNc1nc(N2CCN(Cc3ccccc3)CC2)nc2ccccc12,1.1,-5.8,16.2,-8.4,2.2,x,-2.1,-0.7,-2.2,-0.7
Cc1cccc(C(=O)N/N=C/c2ccoc2)c1,2.4,23.0,9.4,5.5,-3.3,0.1,-2.1,2.8,5.0,0.1
Cc1occc1-c1nnc(SCC(=O)Nc2ccccc2-c2ccccc2)n1C,-2.5,-31.7,8.6,1.8,-2.7,x,-4.3,0.4,-1.2,3.4
COc1ccc(CCNC(=O)COC(=O)C2CC2C)cc1 (stereo unspecified),0.0,-6.9,-3.0,-11.3,3.6,-0.5,-2.6,-0.4,-2.8,-2.8
C=CCc1ccccc1Oc1cc(F)nc(N)n1,1.1,-21.4,-6.1,-0.3,-5.9,0.6,-0.8,2.1,0.5,-4.7
CC(=O)Nc1ccc(NC(=O)Cn2cc3c(n2)CCCC3)cc1,1.5,0.6,7.3,6.8,-3.6,x,-0.2,-1.7,1.4,2.3
Cc1cc(=O)oc2cc(OCC3CC(c4ccc(N(C)C)cc4)=NO3)ccc12 (stereo unspecified),-0.3,-1.8,-3.4,4.6,8.7,2.0,-0.7,0.8,1.6,-2.3
O=C(c1n[nH]c2c1CCC2)N1CCCC(Nc2cccc(F)c2)C1 (stereo unspecified),3.0,-8.5,-2.6,-4.3,1.1,-0.1,-4.6,2.9,1.9,5.8
